Screening results as filed in PubChem BioAssay.
Nrf2 activator: activators of Nrf2 (ARE) signaling. Potency, µM (series often up to 46.1 µM), without a hit: top-dose activation, actives largely listed as activators. hit rate 0.31% among 410,000. AREc32 ARE-luciferase reporter (MCF7-derived line), luminescence, 24 h; also: potency is read from the fitted curve at half-maximal effect; % of control where 0% means no effect; nearly all actives have a fitted effect of over 65% in size
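AREc32_Fluc, 1000 cells/well, OPTI-MEM + 5% FBS, o/n 37 deg C 5% CO2; 23 nL cpd by pin tool, 24 hr; Steady-Glo 30 min RT, luminescence.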
ATXN viability: viability counter-screen for ATXN expression inhibitors. S2 cells (HEK-293 line with an ATXN2-luciferase reporter) viability, CellTiter-Fluor protease fluorescence, 24 h. Potency, µM (highest dose often 56.7 µM), most hits filed as cytotoxic. hit rate 0.49% among 400,000. AID 651635; also: potency is read from the fitted curve at half-maximal effect; nearly all actives have a fitted effect of over 40% in size
HepG2 tox: HepG2 cytotoxicity, counter-screen for TGF-b inhibitors. HepG2 CAGA-GFP viability, ATP luminescence, 18 h. Potency, µM (series often up to 46.1 µM), without a hit: at the highest dose activity change, negative = cytotoxicity, usual class: cytotoxic. hit rate 0.76% among 410,000; also: potency is read from the fitted curve at half-maximal effect; some results filed as inactive show a strong effect at the top dose
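CellTiter-Glo luminescence gave cytotoxicity after 18 hours at 37 degrees C. The cells were HepG2 CAGA-GFP in 1% FBS DMEM, stimulated with 500 pg/mL TGF-beta after compound addition. %Activity was normalised to no-cell wells (complete cell-killing) and DMSO (no toxicity), and curves were fitted and classified.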
TGFb inhibitor: blocks TGF-b signaling; HepG2 CAGA-GFP TGF-b/SMAD3 reporter, GFP fluorescence, 18 h; TGF-beta stimulated, 500 pg/mL final; Potency, µM (series often up to 46.1 µM), inactives show at the top dose activity, negative = inhibition, most hits filed as inhibitors; hit rate 1.2% among 410,000; also: potency is read from the fitted curve at half-maximal effect; % is scaled to controls: 0 for no effect and ±100 for the full control effect; nearly all actives have a fitted effect of over 65% in size
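TGF-beta reporter screen: HEPG2 CAGA-GFP, 1% FBS, 500 pg/mL TGF-beta final, 18 h; per-cell GFP summed per well; curves fitted and categorized by class.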
CCT modulator: changes cytosolic chaperonin activity; purified chaperonin ATPase assay, HTRF ADP detection, 30 min; hit rate 0.3% among 360,000; activity change, % (no concentration beside the values), hits read low; in the data active = activity change below about -30%; also: % is scaled to controls: 0 for no effect and ±100 for the full control effect
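ATPase activity: ADP formed was measured by HTRF Transcreener (665/615 nm ratio) after 30 min at 37 deg C with 10 uM ATP. Compounds screened at one 76 uM concentration against 40 or 20 nM TRiC in Tris pH 7.4/KCl/MgCl2/DTT buffer.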
Nrf2 inh: inhibitors of Nrf2 signaling; hit rate 2.1% among 360,000; Potency, µM (titrated, usually from 46 µM), for inactives: at the highest dose activity change, negative = inhibition, hits mostly inhibitors; A549 ARE-Fluc reporter, luciferase luminescence, 18-24 h; also: potency is read from the fitted curve at half-maximal effect; % is scaled to controls: 0 for no effect and ±100 for the full control effect; nearly all actives have a fitted effect of over 60% in size
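Concentration-response testing used A549 ARE_Fluc cells at 5000 cells/well. Following an 18-24 h compound incubation, viability was read by fluorescence (Ex 405/Em 525) and luciferase output by luminescence.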
Mm-Cpn inhibitor: inhibitors of Methanococcus maripaludis chaperonin (MmCpn); hit rate 0.031% among 330,000; purified Mm-Cpn ATPase, ADP Transcreener TR-FRET; Potency, µM (doses to about 76.9 µM), without a hit: top-dose activity, negative = inhibition, usual class: inhibitors; also: potency is read from the fitted curve at half-maximal effect; % is scaled to controls: 0 for no effect and ±100 for the full control effect; nearly all actives have a fitted effect of over 80% in size
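Quantitative HTS used 25 nM Mm-CPN and 10 uM ATP in magnesium/KCl Tris buffer, pH 7.4, with 1 mM DTT. Hydrolysis ran 30 min at 37°C; ADP was read by HTRF.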
pAkt inh: inhibitors of Akt phosphorylation. AID 651550. activity change, % for hits at 50 µM. hit rate 0.32% among 360,000. Neuro2A IGF-stimulated pAkt S473 HTRF, 20 min; hits give low values; in the data active = activity change below about -80%; inconclusive = mostly about -51% to -80%; also: % is scaled to controls: 0 for no effect and ±100 for the full control effect
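Neuro2A cells in DMEM with 0.5% FBS, overnight at 37 deg C, given compound at single 50 µM final, then IGF (6 nM final) for 20 min at 37 deg C. Lysed; phospho-Akt Ser473 by HTRF after 24 h, 665/615 ratio.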
A549 viability: counter-screen for Nrf2 inhibitors: cytotoxicity in A549 cells; Potency, µM (series often up to 46 µM), without a hit: at the top dose activity change, negative = cytotoxicity, most hits filed as inhibitors; hit rate 0.16% among 390,000; A549 ARE-Fluc cells, CellTiter-Fluor viability, 18-24 h; AID 504648; also: potency is read from the fitted curve at half-maximal effect; % is scaled to controls: 0 for no effect and ±100 for the full control effect
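A549 ARE_Fluc cells in 5% FBS OPTI-MEM were exposed to compounds in concentration-response for 18-24 h at 37 deg C. Viability was read by CellTiter-Fluor fluorescence (Ex 405/Em 525) after 30 min, before the luciferase read.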
* hit, by the source's call; i = inactive; ? = inconclusive; . = not tested or not shown; & = joins results of further samples. Unless noted, calls follow the shape of the dose curve; as a rule, active = well fitted curve in the direction sought with a large enough effect; inconclusive = small, poorly fitted or top-dose-only effect, or another doubt; inactive = no such curve, though single readings can be large; an effect the other way counts as inactive or inconclusive. Hits appear at their usual frequency; about 4.4% have a hit in one of these screens.

A first look, two compounds:
entry	Molecule	ATXN viability	CCT modulator	Nrf2 activator	TGFb inhibitor	A549 viability	pAkt inh	Nrf2 inh	Mm-Cpn inhibitor	HepG2 tox
1	Cc1c(CN2CC[C@@H](N3CCN(c4ccccn4)CC3)[C@H](O)C2)[nH]c2ccc(F)cc12	i	-0.3	4.7%	?	3%	i	-6%	1%	-41%
2	CC(=O)c1c(C)nc2ccc(Cl)cn12	i	-3.5	-0.6%	3%	1%	i	-9%	0%	-6%

The whole of this part (from the top)
entry	Molecule	ATXN viability	CCT modulator	Nrf2 activator	TGFb inhibitor	A549 viability	pAkt inh	Nrf2 inh	Mm-Cpn inhibitor	HepG2 tox
1	Cc1c(CN2CC[C@@H](N3CCN(c4ccccn4)CC3)[C@H](O)C2)[nH]c2ccc(F)cc12	i	-0.3	4.7%	?	3%	i	-6%	1%	-41%
2	CC(=O)c1c(C)nc2ccc(Cl)cn12	i	-3.5	-0.6%	3%	1%	i	-9%	0%	-6%
3	O=C(NCc1ccccc1)c1ccc(=O)[nH]n1	i	-4.9	-0.5%	6%	0%	i	10%	2%	10%
4	Cn1c(=O)c2c(n3c4ccccc4nc13)NC(=O)CC2c1cccc(F)c1 (stereo unspecified)	i	.	3.4%	-11%	?	.	.	.	-25%
5	CCc1ccc(NC(=O)Nc2cccc(OC)c2)cc1	i	-3.5	0.0%	?	1%	i	?	-2%	-5%
6	O=C(NCC1CCCN1S(=O)(=O)c1cccs1)c1ccccc1F (stereo unspecified)	i	-0.9	-0.4%	0%	-2%	i	4%	0%	-24%
7	Cc1cccc(NC(=O)CCc2c(C)nc3nc(CNC(=O)c4cccc(F)c4)nn3c2C)c1	?	.	1.2%	?	-6%	.	-4%	.	-32%
8	CCC(=O)N1CCc2cc(S(=O)(=O)CCC(=O)Nc3ccc(F)c(F)c3)ccc21	i	-2.4	-0.4%	-1%	-11%	i	-14%	-1%	-10%
9	CCC(c1nc2ccccc2c(=O)n1CCCn1ccnc1)N1C(=O)c2ccccc2C1=O (stereo unspecified)	i	0.4	3.0%	-4%	-8%	i	25%	-4%	-38%
10	CCC(C)NC(=O)CSc1nc(-c2cccs2)cc(C(F)(F)F)n1 (stereo unspecified)	i	-0.5	0.2%	-27%	6%	i	-18%	2%	0%
11	COc1cccc(CN2CCNC(=O)C2CC(=O)N(C)CCC2CCOCC2)c1OC (stereo unspecified)	i	1.8	0.1%	2%	-3%	i	2%	1%	6%
12	CC(C)NC(=O)Nc1ccc2c(c1)C(=O)N([C@H](C)CO)C[C@H](C)[C@@H](CN(C)S(=O)(=O)c1ccc(F)cc1)O2	i	2.7	0.6%	2%	0%	i	1%	1%	-7%
13	Cc1ccc(S(=O)(=O)c2cc3cc(Br)ccc3oc2=O)cc1	.	-6.2	8.7%	-10%	25%	i	?	0%	-10%
14	COc1cc(/C=N/NC(N)=S)ccc1OCc1ccc(C)cc1	i	-0.4	5.8%	18µM*	-3%	i	-15%	0%	-7%
15	O=C(c1cc2cc(F)ccc2[nH]1)N1CCN(c2cccc(Cl)c2)CC1	i	-1.4	0.0%	8%	2%	i	-4%	-1%	-3%
16	O=C(c1ccccc1)N1N=C(c2ccccc2O)CC1c1ccc(Br)cc1 (stereo unspecified)	?	2.0	-0.7%	9%	0%	i	-6%	-1%	-18%
17	CC1=NN(c2ccccc2)C(=O)C1C(=O)C(=O)Nc1ccc(F)cc1 (stereo unspecified)	i	1.6	2.0%	0%	13%	i	5%	1%	-1%
18	O=C(c1ccc(OC2CCN(C/C=C/c3ccccc3)CC2)cc1)N1CCCCC1	?	-0.2	0.4%	7%	?	i	-4%	-2%	-24%
19	O=C(NCC1CCCO1)/C(=C\c1ccc(Cl)cc1)NC(=O)c1ccccc1 (stereo unspecified)	i	-2.3	-0.1%	3%	-6%	i	3%	3%	6%
20	O=C(Nc1nc(-c2ccccc2)cs1)c1cccc([N+](=O)[O-])c1	i	0.3	5.3%	?	-24%	i	8.2µM*	1%	-13%
21	Cc1ccc(Cn2c(SCCN3CCCCC3)nc3c2c(=O)[nH]c(=O)n3C)cc1	?	-0.3	-0.6%	-8%	-10%	i	16%	-1%	1%
22	CN(CC(=O)Nc1ccc(Cl)cc1)C(=O)CCc1ccccc1	i	0.2	-0.4%	1%	-29%	i	-15%	1%	-7%
23	Cc1cccc(-n2c(N)c(C(=O)N3CCN(C)CC3)sc2=S)c1	i	-0.2	-0.3%	4%	-4%	i	4%	-1%	-2%
24	CC(C)CNC(=O)N1CCN(S(=O)(=O)c2ccc3c(ccn3C)c2)CC1	i	.	-0.3%	-5%	-7%	.	.	.	-3%
25	N#Cc1ccccc1Cn1c(=O)n(-c2ccccc2)c(=O)c2c3c(sc21)CCC3	i	.	0.5%	-2%	-10%	.	-5%	.	-1%
26	CCCCNC(=O)C1(C)CCCCCN1Cc1cccc2c(OC)cc(C(=O)OCC)cc12 (stereo unspecified)	?	-1.4	6.1%	-6%	.	i	.	.	-27%
27	CCCC(=O)N1CC2(C)CN(C(=O)CCC)CC(CCC)(C1)C2=O	i	-2.6	-0.1%	0%	3%	i	5%	.	-1%
28	CCN(CC)CC(=O)NCC1(c2ccccc2)CCCC1	i	-2.3	0.0%	?	1%	i	9%	5%	-2%
29	Cc1ccccc1CNC(=O)CN(c1cccc([N+](=O)[O-])c1)S(C)(=O)=O	?	-0.5	-0.4%	13%	12%	i	10%	-2%	4%
30	CCOC(=O)N1CCc2c(sc(NC(=O)CN3CCN(C)CC3)c2C(=O)Nc2ccccc2)C1	i	0.0	0.5%	-4%	-3%	i	11%	2%	-59%
31	Nc1nc2ccccc2cc1S(=O)(=O)c1ccccc1	.	-2.7	3.6%	-28%	-4%	i	?	?	6%
32	Cc1ccc(CNC(=O)CN(c2ccc(C(C)C)cc2)S(=O)(=O)c2c(C)noc2C)cc1	i	-2.3	0.5%	14%	2%	.	5%	-2%	1%
33	COc1cc(OC)cc(C(=O)Nc2cc(-c3cn4cccnc4n3)ccc2C)c1	i	1.7	-0.1%	1%	5%	i	0%	-1%	-30%
34	Cc1cccc(Nc2nn3c(=O)c4ccccc4nc3s2)c1	i	-1.1	15%	1%	6%	-102%*	?	-3%	-19%
35	Cn1c2ccccc2c(=O)c2ccc(-c3ccc4c(c3)OCO4)cc21	i	-0.4	0.4%	-24%	-9%	i	?	-16%	-35%
36	COc1ccc(Cl)cc1-c1nc(SCC(=O)N(C)CCC#N)n[nH]1	i	-1.0	22%	11%	-1%	i	2%	0%	4%
37	FC(F)Oc1ccccc1NC(=S)NCCc1ccccc1	i	-0.1	1.6%	21%	10%	i	1%	.	-7%
38	CCOc1ccc(S(=O)(=O)NCCC(=O)N(C)CC(=O)Nc2ccc(OC)cc2)cc1	i	-2.2	0.0%	-1%	-5%	i	22%	1%	1%
39	CCC(=O)N1CCc2cc(S(=O)(=O)CCC(=O)NCCc3ccc(S(N)(=O)=O)cc3)ccc21	i	-2.4	-1.2%	-15%	6%	i	4%	-1%	-2%
40	Nc1nnc(CC(=O)N2CCCCC2)s1	i	0.1	0.3%	-10%	14%	i	1%	0%	-35%
41	COC(=O)c1sccc1N/N=C(\C)c1ccc(F)c(Cl)c1	i	0.3	29%	-14%	-4%	i	20%	1%	-5%
42	CCc1ccc(CN2CCC(Oc3ccc(C(=O)N4CCCC4)cc3)CC2)cc1	i	-1.3	0.0%	-30%	-16%	i	-23%	2%	-20%
43	O=C(NCc1ccc2c(c1)OCO2)c1ccc(Cl)nc1	i	-2.9	0.0%	1%	0%	i	0%	2%	-2%
44	CCOc1ccc(CCNC(=O)CSc2cc(=O)n(C)c3ccccc23)cc1OCC	i	0.5	-0.2%&5.1%	-3%&7%	6%&0%	i	-19%&-24%	-1%	-45%&7%
45	Cc1nc(-c2ccccc2)sc1CCNS(=O)(=O)c1ccccc1	?	.	1.1%	3%	-1%	.	.	.	-24%
46	COc1cc(OC)c(C(=O)C=Cc2ccc(OC)c(OC)c2)c(OC)c1	i	-1.1	11µM*	-4%	-22%	i	?	.	-40%
47	CCC1Oc2ccc(C)cc2N(CC(=O)NCCN2C(C)CCCC2C)C1=O (stereo unspecified)	i	-6.6	-0.1%	?	0%	i	11%	0%	-8%
48	CN(C)S(=O)(=O)c1ccc(/C(O)=C2/C(=O)C(=O)N(Cc3cccnc3)C2c2ccncc2)cc1 (stereo unspecified)	i	-0.2	-0.1%	8%	3%	i	6%	0%	-6%
49	CCOc1ccc(N(CC(=O)NC2CCCCC2)C(=O)CNC(=O)c2ccco2)cc1	i	2.9	-0.2%	-1%	1%	i	-7%	.	0%
50	CCCNc1c(NS(=O)(=O)c2ccc(NC(=O)CC)cc2)c(=O)oc2ccccc12	i	-2.2	0.1%	7%	0%	i	2%	-3%	-2%
51	CCOC(=O)c1[nH]c(C)c(C(=O)NCc2ccccn2)c1C	i	-2.0	-0.3%	-12%	3%	i	18%	-3%	-18%
52	CC(C)n1cc(/C=C(\C#N)S(=O)(=O)c2ccccc2)c2ccccc21	i	1.9	0.5%	0%	-12%	i	0%	1%	-13%
53	O=C(O)CCCC(=O)Nc1ccc(Br)cc1	i	-0.3	-0.7%	-1%	0%	i	12%	-16%	-9%
54	CC/C(=C\C1CCCCC1)C(NP(=O)(c1ccccc1)c1ccccc1)c1ccccc1 (stereo unspecified)	.	1.9	4.3%	?	-74%	i	?	0%	-17%
55	COc1cccc(C2c3c(oc4ccccc4c3=O)C(=O)N2CCCN2CCOCC2)c1OC (stereo unspecified)	i	-3.4	-0.3%	1%	2%	i	4%	.	-37%
